# NPY2 pot ag = NPY-Y2 potentiators or agonists, primary screen, cell-based; cells expressing NPY-Y2, potentiator/agonist read-out; activation, % at 3.6 µM; 220,000 tested, 0.45% active; in the data active = activation above about 27%;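 also: cells stimulated with NPY near EC25 plus isoproterenol at EC100; 0% = vehicle plus submaximal agonist and 100% = vehicle plus saturating agonist; some results beyond the cut were filed as inactive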
# S1P4 agonist = S1P4 receptor agonists, primary screen, cell-based; activation, % at 4.98 µM; 220,000 tested, 0.35% active; AID 1509, 2009; Sphingosine 1-phosphate receptor 4 (Homo sapiens), O95977; S1P4-expressing cell line, agonist reporter assay; in the data active = activation above about 11%;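 also: 0% = DMSO vehicle and 100% = reference agonist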
# S1P4 antag = S1P4 receptor antagonists, primary screen, cell-based; Sphingosine 1-phosphate receptor 4 (Homo sapiens), O95977; S1P4-expressing cells, antagonist mode, reporter read-out; inhibition, % at 4.98 µM; 220,000 tested, 0.26% active; in the data active = inhibition above about 29%;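 also: 0% = wells stimulated with agonist and 100% = vehicle wells without agonist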
# NPY-Y1 antag = NPY-Y1 receptor antagonists, primary screen, cell-based. 200,000 tested, 1% active. Neuropeptide Y receptor type 1 (Homo sapiens), P25929. inhibition, % at 3.6 µM. HEK293-CNG Y1 cells, membrane potential fluorescence; NPY at EC95, then isoproterenol;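 active = inhibition above the campaign mean inhibition of all tested compounds plus 3 SD, cut at about 20% in these data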;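 also: 0% = DMSO wells given NPY plus isoproterenol and 100% = isoproterenol alone without NPY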
#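 Test system – HEK293 Y1/CNG channel cell line · Also added – NPY agonist 25 nM, then isoproterenol 1 µM plus Ro 20-1724 25 µM · Compound dosing – one concentration, 3.6 µM, in 0.4% DMSO · Schedule – compound incubation 1 h at room temperature, readout 45 min post-stimulation · Technique – fluorescence, membrane potential probe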
# Ba/F3 V617F tox = reduced viability of JAK2V617F-dependent Ba/F3 cells, primary screen, JAK2V617F inhibitor project, cell-based, Ba/F3 EpoR-JAK2V617F, luminescence | ATP luminescence | inhibition, % at 5.6 µM | 220,000 tested, 1.1% active;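 active = inhibition above the campaign mean plus 3 SD over all tested compounds, cut at about 24% in these data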;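 also: cytokine-independent growth of Ba/F3 cells driven by EpoR plus mutant JAK2; 0% = DMSO-treated cells and 100% = JAK inhibitor I control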
# BaF3 tox = parental Ba/F3 cell viability inhibition, counter-screen for JAK2V617F inhibitor project, murine pro-B, CellTiter-Glo luminescence. 220,000 tested, 1.1% active. CellTiter-Glo ATP luminescence. inhibition, % at 5.6 µM;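 active = inhibition above a per-campaign cutoff, the mean inhibition of all tested compounds plus 3 SD, cut at about 27% in these data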;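 also: 0% = DMSO wells and 100% = JAK Inhibitor I control wells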
# Runt-CBFb FRET = inhibitors of RUNX1 Runt–CBFb binding, primary screen, biochemical, FRET, Cerulean-Runt, Venus-CBFb, uHTS. Cerulean-Runt/Venus-CBFb FRET ratio 530/480, 1 h. inhibition, % at 20 µM. 220,000 tested, 0.46% active;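 active = inhibition over about 50% at 20 µM in the single-dose screen, limit read from the data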;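 also: 0% = DMSO wells and 100% = excess unlabeled CBFb competitor control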
# Target sequence (Q01196 whole entry, looked up): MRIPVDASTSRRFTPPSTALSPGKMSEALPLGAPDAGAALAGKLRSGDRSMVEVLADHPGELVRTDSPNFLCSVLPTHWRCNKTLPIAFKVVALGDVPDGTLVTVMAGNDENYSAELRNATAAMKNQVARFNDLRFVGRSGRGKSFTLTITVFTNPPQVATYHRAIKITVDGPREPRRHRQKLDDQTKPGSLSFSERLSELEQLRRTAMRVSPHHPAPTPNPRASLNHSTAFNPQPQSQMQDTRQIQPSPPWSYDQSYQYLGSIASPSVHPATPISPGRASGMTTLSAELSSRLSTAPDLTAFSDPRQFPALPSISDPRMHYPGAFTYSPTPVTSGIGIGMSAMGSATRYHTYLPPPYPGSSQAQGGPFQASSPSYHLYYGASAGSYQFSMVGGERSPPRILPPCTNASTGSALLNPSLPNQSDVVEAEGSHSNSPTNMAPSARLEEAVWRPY
# Target sequence (Q13951 whole entry, looked up): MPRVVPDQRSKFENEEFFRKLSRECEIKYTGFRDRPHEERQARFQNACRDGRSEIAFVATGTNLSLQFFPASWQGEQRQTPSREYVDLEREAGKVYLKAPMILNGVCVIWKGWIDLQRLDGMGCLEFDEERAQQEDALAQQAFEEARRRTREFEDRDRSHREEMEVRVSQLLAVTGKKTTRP
#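 Schedule: protein complex preformed 1 h, compound exposure 1 h, room temperature, dark; test system: Cerulean-labeled Runt domain protein; amount: 100 nM per protein; buffer or medium: Tris 50 mM pH 7.5, KCl, K2SO4, 0.01% BSA; read-out: loss of energy transfer signal; detection: FRET fluorescence; controls: 5 µM unlabeled CBFb as full-inhibition high control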
# RBBP9 inhibitor = human RBBP9 inhibitors, primary screen, biochemical, fluorescence polarization, FP-Rh probe, HTS; Serine hydrolase RBBP9 (Homo sapiens), O75884; recombinant RBBP9; inhibition, % at 7.94 µM; 220,000 tested, 0.2% active; AID 1515, 2009;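 active = inhibition above the campaign mean of all tested compounds plus 3 SD, cut at about 14% in these data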;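 also: plate controls were DMSO wells with RBBP9 for no effect and wells lacking RBBP9 protein for full effect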
# Target sequence (O75884 whole entry, looked up): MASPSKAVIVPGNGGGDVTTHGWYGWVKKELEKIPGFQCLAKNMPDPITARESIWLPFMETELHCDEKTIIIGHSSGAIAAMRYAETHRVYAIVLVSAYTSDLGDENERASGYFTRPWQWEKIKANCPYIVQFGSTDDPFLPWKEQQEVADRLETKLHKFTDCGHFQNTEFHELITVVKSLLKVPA
#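 System: RBBP9 protein / Quantity: 2.5 µM RBBP9 dispensing solution, before mixing / Also added: Serine-hydrolase probe FP-Rh, 375 nM pre-mixing / Dosing: 7.94 µM single dose, 0.794% DMSO / Timing: enzyme-compound preincubation 30 min, then probe labeling 45 min, 25 °C / Signal: FP readout at 525/598 nm / Controls: DMSO-treated enzyme wells and wells lacking RBBP9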
# NPY1 pot ag = NPY-Y1 receptor potentiators or agonists, primary screen, cell-based | Neuropeptide Y receptor type 1 (Homo sapiens), P25929 | NPY-Y1 expressing cells, potentiator/agonist activation | activation, % at 3.6 µM | 220,000 tested, 0.37% active; in the data active = activation above about 33%, passing the limit was not always enough;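 also: cells stimulated with NPY at EC10 then isoproterenol at EC100; 0% = low agonist plus stimulus and 100% = saturating agonist plus stimulus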
# The depositor's hits bear a star; / = not tested or not shown.
SMILES,NPY2 pot ag,S1P4 agonist,S1P4 antag,NPY-Y1 antag,Ba/F3 V617F tox,BaF3 tox,Runt-CBFb FRET,RBBP9 inhibitor,NPY1 pot ag
CCCn1c(S(=O)(=O)O)nc2ccccc21,-5,0.6,14,/,-3,-3,0,-1,-16
COC(=O)C1=C(C)N(CC2CC2)C(=O)N[C@H]1c1ccc(Br)cc1,-8,1.5,-8,13,-3,2,-3,-8,-34
CCCCCNC(=O)c1ccccc1SC,-12,0.7,-12,6,0,5,-1,-8,6
CN(C(=O)CCc1nnc(CCCCc2ccccc2)o1)C1CCOCC1,0,1.6,-18,-1,-3,8,-1,-8,4
CCOCCCn1c(=NC(=O)c2ccco2)c(C(=O)OCC)cc2c(=O)n3cccc(C)c3nc21,4,0.8,3,/,1,6,12,-2,10
CN(C#N)c1nc(N2CCOCC2)nc(N2CCOCC2)n1,-7,1.3,-16,2,2,6,/,2,-4
CCCCN(C)C(=O)C1CCN(C/C(C)=C/c2ccccc2)CC1,-2,-0.1,-14,0,0,7,-1,-9,-2
COc1ccccc1C(=O)N/C(=C\c1ccc(Br)cc1)C(=O)NCCCO,5,-0.5,-13,4,2,1,-1,-11,9
COC(=O)Nc1ccc(OC)c(OC)c1,4,1.2,4,-5,-4,5,0,1,14
O=C(O)c1ccccc1SCC(=O)N1CCCCC1,0,2.5,-11,5,-4,-1,0,4,11
CCOC(=O)c1ccc(NC(=O)CSc2nnc(CCc3ccc(C)o3)n2-c2ccccc2)cc1,1,-1.7,-7,-9,-5,3,12,-6,12
CCOC(=O)c1ccc(NS(=O)C23CC4CC(CC(C4)C2)C3)cc1 (configuration not stated),15,-0.6,-17,-4,-3,1,-2,-3,1
O=C(/C=C/c1cccc(Cl)c1)Nn1c(-c2cccs2)nc2ccccc2c1=O,-5,1.0,-11,-2,0,5,2,-10,-4
CN(CCC(=O)Nc1ccc2c(c1)OCO2)Cc1ccccc1,2,-0.3,-4,-8,-1,-2,-2,4,11
Cc1ccc(N(CC(=O)Nc2ccc3c(c2)OCCO3)S(=O)(=O)c2c(C)n[nH]c2C)cc1,1,0.5,-2,-2,4,2,-4,-7,20
O=C(O)c1ccc(Oc2cccc([N+](=O)[O-])c2)cc1C(=O)O,-2,1.0,-9,0,-2,-1,/,-7,11
COc1ccccc1C1CC(=O)NC(C)=C1C(=O)OCC1CCCO1 (configuration not stated),-10,4.7,-13,6,5,0,-1,0,-18
CC1=NNC(=O)C(CC(=O)Nc2ccc(Cl)c(Cl)c2)C1 (configuration not stated),-4,2.0,-7,1,2,7,1,-1,-3
COc1ccc2nc(Nc3nc(CSc4nnnn4-c4ccccc4)cc(=O)[nH]3)nc(C)c2c1,3,-1.2,-26,1,-2,3,0,9,3
COc1cc(-c2c(C#N)c(N)nc3c2CCCC3)ccc1O,3,0.7,-10,0,5,8,-1,-6,7

# Pulled one by one from the entries so far, 3 records:
SMILES,NPY2 pot ag,S1P4 agonist,S1P4 antag,NPY-Y1 antag,Ba/F3 V617F tox,BaF3 tox,Runt-CBFb FRET,RBBP9 inhibitor,NPY1 pot ag
O=C(/C=C/c1cccc(Cl)c1)Nn1c(-c2cccs2)nc2ccccc2c1=O,-5,1.0,-11,-2,0,5,2,-10,-4
CN(C(=O)CCc1nnc(CCCCc2ccccc2)o1)C1CCOCC1,0,1.6,-18,-1,-3,8,-1,-8,4
COc1ccccc1C(=O)N/C(=C\c1ccc(Br)cc1)C(=O)NCCCO,5,-0.5,-13,4,2,1,-1,-11,9

# (more compounds)
SMILES,NPY2 pot ag,S1P4 agonist,S1P4 antag,NPY-Y1 antag,Ba/F3 V617F tox,BaF3 tox,Runt-CBFb FRET,RBBP9 inhibitor,NPY1 pot ag
O=C(CCn1cnnn1)Nc1cccc(F)c1,12,1.7,2,0,-1,4,4,2,8
Cc1ccccc1SCC(=O)OCC(=O)Nc1sccc1C(N)=O,17,2.1,-30,-1,0,5,0,-4,0
CCN(CC)C(=O)c1ccc2c(c1)N(Cc1ccccc1)C(=O)CS2=O (configuration not stated),-12,0.1,1,2,4,2,0,-7,-19
COc1ccccc1CNC(=O)C(NS(=O)(=O)c1cccc2nsnc12)C(C)C (configuration not stated),-23,-0.9,-6,/,2,-2,1,-8,-21
CCOc1ccc2c(=O)c(-c3ccc4c(c3)OCCCO4)c(C)oc2c1,-17,4.2,1,1,-1,3,2,0,2
Nc1nonc1/C(=N/O)N1CCN(CCO)CC1,-7,0.7,-27,-1,2,2,1,-2,-17
CC(c1nccs1)N(C)C(=O)CCc1nnc(-c2ccc(-c3ccccc3)cc2)o1 (configuration not stated),-20,-0.1,-5,7,0,9,-3,1,-4
COC(=O)C(Cc1cnc(Cl)s1)(C(=O)OC)c1ccc([N+](=O)[O-])cc1[N+](=O)[O-],9,0.7,2,5,-4,0,2,-5,-19
CCCC(C)NC(=O)c1cccc(Oc2ccccc2)c1 (configuration not stated),-3,1.0,-5,2,-3,1,-2,-11,-5
Cc1cccc(-n2c(O)c(C=Nc3ccccc3-c3n[nH]c(=S)[nH]c3=O)c3ccccc3c2=O)n1,-2,0.5,-3,/,4,1,7,-7,18
COc1ccc(OC)c(NC(=S)NCc2ccc(S(N)(=O)=O)cc2)c1,9,1.4,-9,1,-2,1,3,-9,7
Cn1cnnc1SCC(=O)Nc1ccc2nc(SCc3cccc4ccccc34)sc2c1,22,-2.3,-5,3,-2,6,2,-5,4
CCOC(=O)c1ccc(N2C(=O)c3n[nH]c(C)c3C2c2ccc(O)cc2)cc1 (configuration not stated),0,-0.7,8,0,6,9,-2,-2,-10
CC1CCC(N(C(=O)c2csnn2)C(C(=O)NC(C)(C)C)c2cccnc2)CC1 (configuration not stated),4,0.6,-19,-2,1,12,-1,-11,12
CC1(C)CC(=O)c2cn3ncnc3nc2C1,-3,-0.5,-7,6,-6,-4,0,5,0
CCN1CCN(C(=S)c2ccc([N+](=O)[O-])cc2)CC1,-5,0.0,-16,2,2,3,44,-9,-6
O=C(Nc1ccccc1)C(=O)Nc1ccccn1,9,0.9,8,-2,-1,1,-2,4,5
CCn1c(=N)n(CC(=O)c2cccc([N+](=O)[O-])c2)c2ccccc21,-5,-0.9,17,-3,-3,1,1,0,2
C/C(=C\C(=O)c1cccnc1)Nc1ccc(O)cc1,-4,2.6,4,-2,1,6,4,43*,-8
O=C1COc2ccc(C(=O)CSc3nnnn3-c3ccccc3)cc2N1,8,0.9,-8,3,1,5,-3,-2,10

# Sorted by value in NPY1 pot ag (lowest first): some entries from above
compound | NPY2 pot ag | S1P4 agonist | S1P4 antag | NPY-Y1 antag | Runt-CBFb FRET | RBBP9 inhibitor | NPY1 pot ag
Cc1ccccc1SCC(=O)OCC(=O)Nc1sccc1C(N)=O | 17 | 2.1 | -30 | -1 | 0 | -4 | 0
O=C(Nc1ccccc1)C(=O)Nc1ccccn1 | 9 | 0.9 | 8 | -2 | -2 | 4 | 5
O=C(CCn1cnnn1)Nc1cccc(F)c1 | 12 | 1.7 | 2 | 0 | 4 | 2 | 8

# A different layout for part of the listing above.
# Values run as follows: NPY2 pot ag, S1P4 agonist, S1P4 antag, NPY-Y1 antag, Ba/F3 V617F tox, BaF3 tox, Runt-CBFb FRET, RBBP9 inhibitor, NPY1 pot ag
- COc1ccccc1CNC(=O)C(NS(=O)(=O)c1cccc2nsnc12)C(C)C (configuration not stated)
    -23, -0.9, -6, /, 2, -2, 1, -8, -21
- CCOc1ccc2c(=O)c(-c3ccc4c(c3)OCCCO4)c(C)oc2c1
    -17, 4.2, 1, 1, -1, 3, 2, 0, 2
- Nc1nonc1/C(=N/O)N1CCN(CCO)CC1
    -7, 0.7, -27, -1, 2, 2, 1, -2, -17
- CC(c1nccs1)N(C)C(=O)CCc1nnc(-c2ccc(-c3ccccc3)cc2)o1 (configuration not stated)
    -20, -0.1, -5, 7, 0, 9, -3, 1, -4

# (next part)
SMILES,NPY2 pot ag,S1P4 agonist,S1P4 antag,NPY-Y1 antag,Ba/F3 V617F tox,BaF3 tox,Runt-CBFb FRET,RBBP9 inhibitor,NPY1 pot ag
CCOC(=O)/C(C#N)=C/c1cn(CCC(=O)O)nc1-c1ccc(Cl)cc1,-4,-0.8,-6,5,-2,2,-2,-1,12
COc1ccc(-c2csc(Nc3ccc(S(=O)(=O)Nc4cc(OC)nc(OC)n4)cc3)n2)cc1,22,0.8,-10,1,0,8,-2,-8,24
Cc1ccc(S(=O)(=O)Nc2ccc3ccccc3n2)cc1,-13,-0.3,0,/,-1,-2,1,-6,-5
CCCc1cc(=O)[nH]c(SCC(=O)Nc2ccccc2C#N)n1,-8,1.5,6,4,5,4,0,3,-32
COc1ccccc1N1CCN(C(=O)C2c3ccccc3Oc3ccccc32)CC1,4,0.2,16,23*,83*,78*,-2,-2,2
COc1ccc(-c2cc(-c3cccs3)c(C#N)c(SCC(=O)NCc3ccccc3)n2)cc1,-1,-0.2,-2,1,-2,7,/,5,-2
Cc1ccc(CSC(Nc2ccc(F)cc2)=C(C#N)C#N)cc1,15,0.9,-2,0,3,9,0,-4,-4
O=C(N/N=C/C=C/c1ccccc1)C1CC1(c1ccccc1)c1ccccc1 (configuration not stated),0,1.4,-4,-5,-3,4,1,2,12
O=C(COC(=O)CCNS(=O)(=O)c1ccc2c(c1)OCCO2)NC1CCCc2ccccc21 (configuration not stated),4,0.7,1,-3,-1,4,-2,-1,-13
Cc1cccc(C(=O)NC(=S)Nc2ccc3[nH]c(=O)[nH]c3c2)c1,-6,-0.8,-22,0,4,9,7,-3,-12
CCOC(=O)c1cnc(SCCc2ccccc2)nc1N,-19,1.3,-22,21*,1,4,-3,-4,-2
CCOc1ccccc1-c1nc(C(N)=O)c2[nH]c(=O)n(-c3ccccc3)c2n1,-25,0.0,-31,5,4,2,-3,-6,-19
CCOc1ccc(C)cc1-n1nc2ccccc2n1,-33,-1.9,-10,6,2,7,-1,-1,-9
CN(c1ccc(C(=O)Nc2ccc(Cl)cn2)cc1)S(=O)(=O)c1ccccc1,-6,0.9,-15,1,3,8,2,-3,9
Cc1nc(-c2nc(-c3c(C(=O)NNC(=O)c4ccc(Cl)cc4)noc3C)cs2)cs1,-19,-0.7,12,/,-5,0,0,12,-6
CCc1ccc(C(=O)Nc2ccc(S(=O)(=O)Nc3nc(C)cc(C)n3)cc2)o1,-4,-2.1,-6,-5,1,0,-2,-8,-25

# High-throughput results as filed in PubChem.
